Screening results: PubChem, several laboratories
MITF TRPM1 inh: reduces MITF-dependent TRPM1 promoter luciferase signal; inhibition, % at 12.5 µM; SK-MEL-5 TRPM1 promoter luciferase, 24 h; 330,000 compounds, 0.83% hits;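 active = mean inhibition across replicates of 60% or more, whatever share of single replicates reaches that level; inconclusive = some that reach 60%, reason not given; inactive = mean inhibition across replicates below 60%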; note: values of inactives mirror those of a sister screen read the other way
Peg3 promoter: Peg3 promoter activity inhibition | 360,000 compounds, 1.7% hits | inhibition, % at 20 µM | HeLa PEG-Prom luciferase reporter, luminescence, overnight | AID 588405;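 active = inhibition of at least 50% at 20 µM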
PDI inh: blocks human protein disulfide isomerase activity. PDI insulin aggregation turbidity, A650, 90 min. P07237. 350,000 compounds, 0.052% hits. inhibition, % at 10 µM;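 active = mean inhibition across replicates of 30% or more, whatever share of single replicates reach that level; inconclusive = mean inhibition below 30% while every single replicate reaches 30%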;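 note: absorbance from insulin aggregation driven by PDI reduction with DTT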
Target sequence (P07237 whole entry, looked up): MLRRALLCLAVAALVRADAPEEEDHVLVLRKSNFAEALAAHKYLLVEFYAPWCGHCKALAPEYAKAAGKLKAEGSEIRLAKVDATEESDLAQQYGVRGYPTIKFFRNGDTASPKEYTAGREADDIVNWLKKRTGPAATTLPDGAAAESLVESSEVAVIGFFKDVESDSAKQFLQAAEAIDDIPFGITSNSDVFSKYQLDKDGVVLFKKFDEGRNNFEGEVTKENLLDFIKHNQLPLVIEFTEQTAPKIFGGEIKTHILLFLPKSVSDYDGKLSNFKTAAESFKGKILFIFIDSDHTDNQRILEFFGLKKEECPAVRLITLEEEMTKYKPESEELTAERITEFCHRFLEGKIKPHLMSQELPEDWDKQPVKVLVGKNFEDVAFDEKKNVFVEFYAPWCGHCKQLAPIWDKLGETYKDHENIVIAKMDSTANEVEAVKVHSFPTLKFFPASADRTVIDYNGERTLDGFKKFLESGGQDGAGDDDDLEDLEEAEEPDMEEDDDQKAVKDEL
Granule exo inh: blocks lytic granule exocytosis; TALL-104 LAMP-1 surface exposure, flow cytometry; cells stimulated with thapsigargin and PMA; inhibition, % at 10 µM; 360,000 compounds, 0.66% hits; AID 651702;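 active = inhibition above about 55%, limit read from the data; inconclusive = no clear call, values can overlap the other calls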
CaV13 FRET inh: Primary screen for inhibitors of IQ motif and Ca2+-dependent inactivation inhibitor domain binding in CACNA1D, Förster resonance energy transfer in living cells, … | HEK cells, CFP/YFP FRET ICDI-IQ, plate reader, 10 min; percent FRET-ratio fall versus neutral wells | inhibition, % at 12.3 µM | 340,000 compounds, 0.098% hits | AID 743397;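 active = mean replicate inhibition of at least 30% and at least 1% of replicates passing that level; inconclusive = only one of the two criteria is met; inactive = neither criterion is met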;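 note: 0% = median of the neutral control wells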
NR2E3 ag-1: human photoreceptor-specific nuclear receptor agonism | CHO-S Gal4-NCOR/VP16-NR2E3 two-hybrid, luciferase | inhibition of corepressor binding, % at 3.98 µM | AID 602229 | 360,000 compounds, 0.35% hits;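 active = inhibition above the mean of all tested compounds plus 3 SD, cut at about 70% in these data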;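 note: 0% = DMSO with NR2E3 transfected cells and 100% = cells lacking NR2E3 construct; higher means lower luciferase signal from less NR2E3 corepressor binding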
Target sequence (Q9Y5X4 whole entry, looked up, the tested form may be a part): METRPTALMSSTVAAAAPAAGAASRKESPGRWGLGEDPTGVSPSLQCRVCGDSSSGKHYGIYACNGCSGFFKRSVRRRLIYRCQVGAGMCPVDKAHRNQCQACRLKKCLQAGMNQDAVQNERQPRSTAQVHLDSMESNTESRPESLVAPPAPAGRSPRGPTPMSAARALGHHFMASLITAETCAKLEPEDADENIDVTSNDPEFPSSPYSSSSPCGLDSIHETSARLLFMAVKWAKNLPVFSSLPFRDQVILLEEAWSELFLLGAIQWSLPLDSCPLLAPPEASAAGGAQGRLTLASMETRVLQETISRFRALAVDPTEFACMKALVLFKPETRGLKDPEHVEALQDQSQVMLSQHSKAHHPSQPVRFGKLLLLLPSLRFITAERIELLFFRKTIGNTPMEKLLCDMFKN
Vif imaging: blocks HIV Vif function; HEK293T cells, Vif self-association by quenched fluorescence, imaging, 24 h; inhibition, % at 7.49 µM; 340,000 compounds, 0.35% hits; AID 602346; in the data active = inhibition above about 50%, passing the limit was not always enough; inconclusive = no clear call, values can overlap the other calls; inactive = below about 31%; note: some results filed as inactive read as strong as hits
iPSC survival up: enhancers of human iPSC single-cell survival. 360,000 compounds, 0.044% hits. survival enhancement, % at 20 µM. hiPSC single-cell survival, ATPlite luminescence; 100% = ROCK inhibitor wells, 0% = DMSO; in the data active = survival enhancement above about 18%;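 note: cells exposed to compounds for 16 hours before the ATP read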
NR2E3 ag-2: agonists of human nuclear receptor NR2E3. Q9Y5X4. GST-NR2E3/biotin-RetCOR TR-FRET, 1536-well. inhibition of corepressor binding, % at 4.78 µM. 320,000 compounds, 0.12% hits. AID 2300;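 active = percent inhibition above the cutoff of mean plus 3 SD of all tested compounds, set per screening campaign, cut at about 20% in these data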;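 note: 0% = DMSO wells and 100% = biotin wells as full block of FRET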
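Format: 1536-well format; test system: GST-NR2E3 and biotin-RetCOR proteins; read-out basis: percent inhibition of TR-FRET ratio; timing: 5 h incubation at 4 °C; detection: time-resolved FRET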
HIF-2a inh: HIF-2a inhibition; 786-0 RCC cells HIF-2a reporter, luciferase luminescence, overnight; inhibition, % at 18.8 µM; 360,000 compounds, 0.72% hits; AID 624352;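 active = inhibition of the luminescence signal of 40% or more relative to plate controls, in a single-dose primary screen at 18.75 µM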
aDG glyco act: increases alpha dystroglycan glycosylation; AID 624168; activation, % at 10 µM; 360,000 compounds, 0.22% hits; Pro5-aDG cells, alpha-DG glycosylation AlphaScreen (IIH6); 0% Pro5, 100% B10-LARGE cell signal;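 active = activation of at least 8% versus controls, or a plate z-score of at least 8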;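 note: Pro5 are CHO cells carrying HIG-tagged alpha-DG that lacks glycosylation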
Numbers without * were called inactive; ? = inconclusive; . = not tested or not shown.

SMILES	Peg3 promoter	NR2E3 ag-2	CaV13 FRET inh	NR2E3 ag-1	HIF-2a inh	aDG glyco act	Vif imaging	PDI inh	MITF TRPM1 inh	Granule exo inh	iPSC survival up
c1ccc(Nc2ncnc3c2oc2ccccc23)cc1	-215	0	-4	-70	-204	-0.2	.	-10	-10	4	-1.2
COc1ccc(C(=O)OC(C)C(=O)Nc2cc(C(F)(F)F)ccc2Cl)c(OC)c1OC (stereo unspecified)	20	0	-5	5	18	0.9	-16	-5	14	5	-1.4
COc1ccccc1-n1cnnc1SC(C)C(=O)NCC1CCCO1 (stereo unspecified)	-15	-1	-3	-9	9	-0.2	4	-6	12	-8	-0.2
CC(C)c1ccc(C(=O)OC2CCOC2=O)cc1 (stereo unspecified)	10	1	-2	-21	3	0.0	23	-2	-5	-5	-0.5
Cc1ccc(N=C2NC(=O)C(CC(=O)O)S2)cc1 (stereo unspecified)	1	0	-7	13	8	0.0	8	8	2	-6	-0.4
CN(C)C(=O)c1ccc(NC(=O)COC(=O)Cn2cc(C(F)(F)F)ccc2=O)cc1	8	1	-4	-6	4	-0.4	3	0	-6	0	1.9
CC(C)CCOC(=O)/C(=C/c1ccco1)NC(=O)/C=C/c1ccccc1	12	1	-3	-22	9	0.1	-4	3	7	2	-1.7
COC(=O)c1c(O)c2c([nH]c1=O)CCCC2	-4	-3	-5	-17	15	-0.3	6	-5	1	4	-0.4
CCC(c1nnc(SCC(=O)Nc2ccc(C(C)=O)cc2)n1C1CCCCC1)N(C)C (stereo unspecified)	-7	-3	9	13	12	0.1	-2	-7	7	0	-2.3
CN1CCN(CC(=O)N2c3ccccc3C(C)(c3ccccc3)CC2(C)C)CC1 (stereo unspecified)	25	0	.	11	12	-0.1	7	-6	-1	4	2.8
CC(=O)Nc1nc(-c2ccc3c(c2)CCN3S(C)(=O)=O)cs1	-184	2	-6	-33	-154	-0.2	18	2	-33	-1	0.3
CCCCNc1c(-c2ccc(OC)c(SC3CCCCC3)c2)nc2ccc(Cl)cn12	14	.	-5	-21	-20	-0.2	-11	-9	7	-2	0.4
CCC1(c2ccccc2)NC(=O)N(CC(=O)NCC2COc3ccccc3O2)C1=O (stereo unspecified)	25	.	-6	-13	18	0.0	-3	-3	9	-1	-0.1
O=C(NC1CCCCC1)n1c(=O)oc2ccc(Cl)cc21	12	4	-7	-24	0	-0.1	.	6	15	-2	-1.1
CC(C)c1ccc(C2C(C#N)=C(N)Oc3c2oc(CO)cc3=O)cc1 (stereo unspecified)	-2	0	-4	-22	23	0.1	-4	-2	9	-1	0.7
O=C(Nc1nnc(SCC(=O)N2CCCC2)s1)C1CC(=O)N(c2ccc(F)cc2)C1 (stereo unspecified)	5	1	-3	-22	11	0.1	2	4	-1	0	1.6
O=C(O)CN1C(=O)S/C(=C\c2ccc3c(c2)OCO3)C1=O	-2	-6	-4	-18	13	0.0	2	-3	5	-5	-0.7
CCOc1ccccc1NC(=O)N1CCC(NC(=O)c2cccc(C)c2)CC1	7	3	-4	0	5	0.1	6	1	-3	0	-0.7
Cc1cccc(N2CCN(C(=O)CNC(=O)c3cccc([N+](=O)[O-])c3)CC2)c1C	11	-1	-4	3	-14	0.3	-7	9	12	14	-0.3
COc1ccc(CC(=O)OCC(=O)Nc2ccc(N3CCOCC3)cc2)cc1	5	0	-5	-10	6	-0.1	81*	9	-8	0	-0.2
Cc1cc(C)cc(Nc2nc(-c3ccc(S(=O)(=O)N4CCCC4)cc3)cs2)c1	17	5	-5	-12	10	0.8	-21	-1	16	2	-2.1
O=C(CSc1cccc[n+]1[O-])c1cc2ccccc2o1	-151	2	.	78*	-111	-0.3	2	-6	-43	3	-1.1
COc1ccc(S(=O)(=O)N2CCOCC2)cc1NC(=O)CN(C)Cc1c(F)cccc1Cl	19	-1	3	-5	14	0.1	-16	0	-2	33	-0.7
Cn1c(-c2ccccc2)c(Sc2ccccc2)c2cc(-c3ccc4cc[nH]c4c3)ccc21	.	.	-5	-8	12	0.2	.	.	.	0	-0.8
O=C(CSc1ncccn1)Nc1ccc(Cl)c(S(=O)(=O)N2CCOCC2)c1	-3	.	-7	2	11	0.2	0	0	-9	-2	-2.0
CCCn1c(N)c(N(CCOC)C(=O)CSc2ccccc2)c(=O)[nH]c1=O	-1	1	-2	-6	2	0.5	5	-2	6	12	-0.2
O=C(Nc1cccc([N+](=O)[O-])c1)c1cccc(C(=O)Nc2cccc([N+](=O)[O-])c2)c1	34	4	-19	-24	25	-0.1	-2	0	-8	5	-0.3
O=C(Nc1nnc(C2CC2)s1)c1ccccn1	-43	3	-9	-109	-11	0.9	1	7	-2	-6	-3.6
CC1(C)CC(=O)c2cc(C(=O)N3CCCC(C)(C)C3)c(=O)n(-c3ccccc3)c2C1	7	4	.	10	3	-0.2	.	0	-1	-4	-3.3
O=C(Cc1cccs1)Nc1ccc(NC(=O)c2ccco2)cc1	-145	-1	-5	-2	-122	0.6	-3	0	-35	2	-1.7

Brought forward from above: 2 compounds, followed by the next part.
SMILES	Peg3 promoter	NR2E3 ag-2	CaV13 FRET inh	NR2E3 ag-1	HIF-2a inh	aDG glyco act	Vif imaging	PDI inh	MITF TRPM1 inh	Granule exo inh	iPSC survival up
CC1(C)CC(=O)c2cc(C(=O)N3CCCC(C)(C)C3)c(=O)n(-c3ccccc3)c2C1	7	4	.	10	3	-0.2	.	0	-1	-4	-3.3
O=C(Cc1cccs1)Nc1ccc(NC(=O)c2ccco2)cc1	-145	-1	-5	-2	-122	0.6	-3	0	-35	2	-1.7
Cc1c(C(=O)NCc2ccc([N+](=O)[O-])cc2)sc(=O)n1Cc1ccc2c(c1)OCO2	16	.	8	17	3	-0.1	-3	7	.	3	-0.8
CCOC(=O)c1cnc2c(C)c(Cl)ccc2c1NCCCN1CCOCC1	27	0	-21	6	-5	0.1	2	-9	-6	33	0.3
O=C1C(=O)c2ccccc2C(O)=C1CCCCl	40	0	.	-18	1	3.8*	2	1	78*	22	-0.6
COc1ccccc1-c1nnc(NC(=O)c2ccc(S(=O)(=O)N3CCCC3)cc2)o1	6	1	-5	5	15	0.2	-3	-7	18	-3	1.1
COc1ccc(NC(=O)CN2C(=O)c3cccc4cccc2c34)cc1OC	10	2	-7	-15	22	0.1	1	1	-1	-6	-2.6
Cn1c(SCC(=O)NNC(=O)Cc2ccccc2)nnc1-c1ccc(Cl)cc1	17	-2	-3	-6	12	0.2	0	1	6	0	-0.4
O=C(/C=C/c1ccco1)c1cccc([N+](=O)[O-])c1	10	.	-6	-22	-17	0.0	3	0	2	6	-0.5
CCOc1ccc(CCNC(=O)CCc2c(C)nc3ncnn3c2C)cc1OCC	5	0	-4	-11	-2	0.3	3	1	9	2	-3.5
N/C(CC(=O)Nc1ccc(F)cc1)=N\O	-3	0	-5	0	9	0.5	2	7	-6	8	1.5
CCNCCOC(c1ccccc1)c1ccccc1	12	1	-4	-29	6	0.0	4	-5	-9	2	-0.9
Nn1c(SCC(=O)NC2CCCc3ccccc32)nnc1C1CC1 (stereo unspecified)	-6	.	-5	0	1	0.0	-1	-7	0	1	1.0
Fc1ccc(/C=N/NC(=S)NCCc2ccccc2)cc1F	-25	1	-3	-29	-83	0.1	26	9	5	?	-0.5
Cc1ccccc1C(=O)O[C@H]1[C@H](Cc2ccccc2)NS(=O)(=O)[C@H]2CC3C=C[C@]12O3	8	.	-5	19	17	0.1	4	-5	.	3	-1.4
CCC1=C2CC[C@H]3C(=O)N(CC)C(=O)[C@H]3[C@H]2[C@@]2(Cc3ccccc3)C(=NCCOC)OC(=O)N2C1=O	7	-2	-3	9	9	0.1	0	5	6	-3	-2.5
Cc1ccc(N2CC(C(=O)Nc3ccc4c(c3)OCO4)CC2=O)cc1 (stereo unspecified)	17	-3	.	-15	-7	-0.2	-23	11	-7	-1	-1.2
Cc1oc(/C=N/NC(=O)CC2(C)OCCO2)cc1Br	16	4	-3	-11	9	-0.4	1	1	9	0	1.3
COCCNC(=O)CN1C(=O)COc2ccc(S(=O)(=O)N3CCCCCC3)cc21	-8	0	-2	-18	9	-0.2	5	1	0	-5	-0.2
O=C(COc1ccc2c3c(c(=O)oc2c1)CCCC3)NCc1ccncc1	-6	7	-4	-30	-26	0.2	12	1	-11	2	0.4
NNC(=O)c1sccc1OCc1ccc(Cl)cc1	6	10	-5	-17	2	-0.1	8	13	-12	2	0.7
COc1ccc(-c2nnc(SCC(=O)Nc3cc(F)ccc3C)o2)cc1	-119	1	-5	-11	-113	-0.1	8	.	-30	-2	-1.2
O=C(N/N=C/C1CC=CCC1)c1ccc(Cl)cc1O (stereo unspecified)	6	8	-6	-26	1	-0.1	-6	-4	10	2	-0.9
O=C(OCc1cn([C@H]2C[C@H](c3ccc(Cl)cc3)N(C(=O)c3cccs3)C[C@@H]2O)nn1)c1ccccc1	7	.	-10	-7	6	0.0	-3	7	.	4	-2.5
CC[C@H](C)/C=C/C1=CC2=C(Cl)C(=O)[C@@]3(C)OC(=O)C(C(=O)[C@H](C)[C@@H](C)O)=C3C2=CO1	-14	1	.	-12	-3	0.0	14	.	5	-4	-2.0
CCOc1cc(C2C3=C(CCCC3=O)N(CC(=O)O)C3=C2C(=O)CCC3)ccc1OC	8	-1	-2	7	12	-0.2	-4	-1	2	-3	1.2
CCN(CC)CC(=O)Nc1c(C)cc(C(C)(C)C)cc1C	-100	-1	-6	-24	-94	0.0	-2	5	-25	-2	-0.6
CC(C)=CC(=O)N1CCC(n2nccc2NC(=O)CCc2ccccc2)CC1	2	-1	-3	-3	11	0.4	-2	-9	-16	-8	-0.5
CCCc1ccc(OCC(O)CN2CCCC2)cc1 (stereo unspecified)	13	.	-5	24	17	0.2	-1	-3	6	21	-0.9
Cc1cccc(OCC(=O)N/N=C\C=C\c2ccc3c(c2)OCO3)c1C	12	-1	.	-12	14	-0.1	?	2	4	-12	-2.2
CCOC(=O)Cn1cnc([N+](=O)[O-])n1	-1	.	-4	-27	12	-0.1	14	-8	7	0	0.1
COc1cc2oc(=O)ccc2cc1-c1c(OC)ccc2ccc(=O)oc12	20	.	.	-9	2	0.4	-9	.	14	-10	10
COc1ccccc1-n1c(C)nnc1SCC(=O)Nc1cc(C)cc(C)c1	17	-1	.	-3	17	2.8	-6	-3	10	1	-1.3
O=C(Cn1cnc2c(nnn2Cc2ccc(Cl)cc2)c1=O)NCC1CCCO1 (stereo unspecified)	15	2	-9	1	14	-0.3	0	14	12	-5	2.4
CCC(=O)C1CCCN(C(=O)CCc2nnc(-c3ccc(C(C)=O)s3)o2)C1 (stereo unspecified)	-262	0	-7	-41	-232	0.0	-3	15	-56	2	0.5
